# High-throughput results from PubChem BioAssay.
# CSN deneddyl inh = inhibitors of CSN-mediated cullin deneddylation, primary screen, biochemical, fluorescence polarization, uHTS. COP9 signalosome complex subunit 5 (Homo sapiens), Q92905. Purified CSN, SCF-Nedd8-OG deneddylation. inhibition, % at 12.5 µM. hit rate 0.38% among 360,000. AID 651999, 2013;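 active means pattern-corrected inhibition above about 35%, with an unprinted fluorescence ratio check between 0.5 and 1.5, limit read from the data, passing the limit was not always enough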;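 further: 0% = enzyme with substrate and 100% = substrate without enzyme; some results filed as inactive read as strong as hits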
#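 Material: purified human Csn5 enzyme expressed in HEK293T cells / Medium: Tris buffer pH 7.5, NaCl, DTT, Tween-20, trehalose, ovalbumin / Compound dosing: 12.5 µM single point / Schedule: 90 min incubation of compound, enzyme and substrate at room temperature / Signal: fluorescence polarization of the substrate / Control set: no-enzyme wells high, enzyme-with-substrate wells low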
# MT1-MMP act inh = blockers of MT1-MMP proenzyme processing, primary screen, HT1080 RFP-PRO-GFP cells, GFP/RFP fluorescence. GFP/RFP ratio fluorescence, overnight; percent of plate control window, DMSO zero. GFP/RFP ratio change, % at 20 µM. hit rate 0.061% among 360,000. AID 651647, 2012;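 active means GFP/RFP ratio change of at least 30% with cell ATP level not reduced by more than half and red fluorescence within 50% of control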; further: strong numbers were not always called active
#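 Assay system: HT1080 RFP-PRO-GFP cells | Dosing: 20 µM single dose, 1% DMSO | Incubation: Cells overnight before dosing, compound overnight, 37 °C, 5% CO2 | Evaluation: GFP/RFP fluorescence ratio | Control set: DMSO-only wells and HT1080 RFP-L50D-GFP cell wells as references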
# FAS-TE inh = FAS thioesterase domain inhibitors, primary screen, biochemical, fluorescence intensity, uHTS | hit rate 0.67% among 360,000 | inhibition, % at 15 µM | recombinant FAS-TE, OMFH fluorogenic substrate, fluorescence endpoint | AID 602261, 2012;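 active means compounds whose normalised, plate-corrected inhibition of enzyme fluorescence in the single-dose primary screen is 50% or more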;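 further: 0% = DMSO with enzyme and 100% = substrate without enzyme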
# bovine MsrA act = bovine MsrA enzyme activators, primary screen, biochemical, absorbance, HTS; activation, % at 10.6 µM; Methionine sulfoxide reductase A (Bos taurus); purified bovine MsrA, absorbance read-out; hit rate 0.3% among 360,000; in the data active means activation above about 7.5%;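 further: 0% = vehicle and 100% = reference activator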
# Rin1-Abl PPI inh = inhibitors of Rin1-Abl protein binding, primary screen, biochemical, TR-FRET; Tyrosine-protein kinase ABL1 (Homo sapiens) + Ras and Rab interactor 1 (Homo sapiens), …; hit rate 0.4% among 360,000; inhibition, % at 7.35 µM; AID 588664, 2011; in the data active means inhibition above about 5%, passing the limit was not always enough
# Rpn11 block = Rpn11 (PSMD14) deubiquitinase inhibitors, primary screen, biochemical, fluorescence polarization, uHTS; 26S proteasome non-ATPase regulatory subunit 14 (Homo sapiens), O00487; human 26S proteasome, Ub4-pepOG fluorescence polarization; 20S core pre-blocked with epoxomicin; calls only at 20 µM; hit rate 0.59% among 360,000; AID 588493, 2011;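 active means inhibition at 20 µM, scaled to each plate's controls, above about 33%, limit read from the data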
# Target sequence (O00487 whole entry, looked up): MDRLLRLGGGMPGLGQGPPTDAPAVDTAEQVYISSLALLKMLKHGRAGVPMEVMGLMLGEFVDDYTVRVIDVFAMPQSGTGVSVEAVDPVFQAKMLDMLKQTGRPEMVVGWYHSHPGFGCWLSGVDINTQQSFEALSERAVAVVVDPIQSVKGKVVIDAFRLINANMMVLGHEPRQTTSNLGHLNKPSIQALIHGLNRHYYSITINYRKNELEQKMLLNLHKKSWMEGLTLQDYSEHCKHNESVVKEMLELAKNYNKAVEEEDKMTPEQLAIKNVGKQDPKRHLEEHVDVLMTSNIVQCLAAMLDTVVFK
# MsrA inhibitor = bovine MsrA enzyme inhibitors, primary screen, biochemical, absorbance, HTS; Methionine sulfoxide reductase A (Bos taurus); inhibition, % at 15.5 µM; purified bovine MsrA, absorbance read-out; AID 651718, 2012; hit rate 0.75% among 360,000; in the data active means inhibition above about 4.5%;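 further: 0% = vehicle wells with enzyme and 100% = reference inhibitor wells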
# PABP1 MLLE inh = inhibitors of PABP1 MLLE–PAM2 peptide binding, primary screen, biochemical, fluorescence polarization, FITC-PAM2, GST-MLLE. Polyadenylate-binding protein 1 (Homo sapiens), P11940. inhibition, % at 20 µM. hit rate 0.36% among 360,000; in the data active means inhibition above about 35%, passing the limit was not always enough;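 further: plate controls were DMSO wells with GST-MLLE for no effect and wells lacking GST-MLLE protein for full effect; some results filed as inactive read as strong as hits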
# Target sequence (P11940 whole entry, looked up): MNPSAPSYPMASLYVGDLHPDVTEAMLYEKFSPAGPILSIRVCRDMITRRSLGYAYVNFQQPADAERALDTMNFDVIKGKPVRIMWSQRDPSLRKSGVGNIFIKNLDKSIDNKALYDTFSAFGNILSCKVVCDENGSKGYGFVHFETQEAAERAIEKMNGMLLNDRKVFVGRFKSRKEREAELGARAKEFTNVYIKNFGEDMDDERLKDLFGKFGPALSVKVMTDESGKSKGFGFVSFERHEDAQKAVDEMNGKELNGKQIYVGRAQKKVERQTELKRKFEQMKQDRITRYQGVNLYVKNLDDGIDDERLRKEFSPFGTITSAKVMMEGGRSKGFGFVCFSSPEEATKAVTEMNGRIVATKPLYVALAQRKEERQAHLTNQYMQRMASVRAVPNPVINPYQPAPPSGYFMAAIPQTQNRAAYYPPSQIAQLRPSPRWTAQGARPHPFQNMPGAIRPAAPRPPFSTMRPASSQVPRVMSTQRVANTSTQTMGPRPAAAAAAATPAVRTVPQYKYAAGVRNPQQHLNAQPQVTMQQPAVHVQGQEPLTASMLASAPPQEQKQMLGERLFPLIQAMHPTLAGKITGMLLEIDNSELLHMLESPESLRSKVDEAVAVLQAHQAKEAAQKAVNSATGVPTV
# eLon inh = inhibitors of E. coli Lon protease, primary screen, biochemical, fluorescence polarization; P0A9M0; purified E. coli Lon protease; inhibition, % at 7.94 µM; hit rate 0.42% among 360,000; AID 602123, 2011; in the data active means inhibition above about 13%, passing the limit was not always enough;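 further: 0% = enzyme with probe and DMSO and 100% = no enzyme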
# An asterisk follows results filed as active; i = inactive; / = no result given; + = active, no number.
molecule	CSN deneddyl inh	MT1-MMP act inh	FAS-TE inh	bovine MsrA act	Rin1-Abl PPI inh	Rpn11 block	MsrA inhibitor	PABP1 MLLE inh	eLon inh
O=C(COc1ccccc1)Nc1cccc(-c2nc3cc4ccccc4cc3[nH]2)c1	-3	6	20	-13	-2	i	3.6	-10	0
c1ccc2c(c1)nc(N1CCOCC1)c1nnnn12	-6	-11	-7	-3	-1	i	7.5*	36	-22
CCOC(=O)c1c(C)[nH]c(C(=O)COC(=O)CCC(=O)c2ccc3c(c2)OCCO3)c1C	8	4	17	-2	3	i	-0.4	-2	-12
O=S(=O)(N1CCCCC1)N1CCN(c2ccccc2F)CC1	4	11	1	-9	0	i	-1.0	0	-3
CC(c1ccccc1)n1c(SCC(=O)Nc2ccccc2)n[nH]c1=O (stereo not given)	1	3	3	-3	0	i	1.3	-1	-4
CCCOc1cc(CN2CCCCC2)cc(C(C)=O)c1	1	-1	0	-2	1	i	-0.4	-7	-1
O=C(N/N=C/c1ccc([N+](=O)[O-])o1)c1cccc(S(=O)(=O)N2CCOCC2)c1	5	2	-4	-1	-1	i	0.3	-7	3
Cc1ccc(S(=O)(=O)NCC(=O)N(CC(=O)NC2CCCCC2)Cc2ccco2)cc1	3	-1	0	-10	0	i	0.4	0	-6
COC(=O)c1sccc1-c1ccc(/C=N/OCc2c(Cl)cccc2Cl)o1	3	-2	23	-1	0	i	0.7	-5	4
Cc1ccc(S(=O)(=O)Nc2nonc2C)cc1	2	4	-8	-2	2	i	0.8	-13	2
Cc1nn(Cc2ccc(Cl)c(Cl)c2)c(C)c1NC(=O)c1noc2c1CCCCC2	1	8	24	-7	1	i	0.2	4	-4
O=C(c1ccc(N2C(=O)C3C4c5ccccc5C(c5ccccc54)C3C2=O)cc1)N1CCOCC1 (stereo not given)	-10	-11	-7	-4	-3	i	-1.6	15	-1
CCOc1cc(C2C(C(=O)OC)=C(C)N=C3SCCC(=O)N32)ccc1OC(C)=O (stereo not given)	-1	-2	-4	-8	-1	i	1.9	2	0
COc1ccc2oc(=O)c(C(=O)NCc3ccco3)cc2c1	-1	-6	-5	-4	1	i	0.8	19	6
C=CCC(NC(C)c1ccccc1)c1ccco1 (stereo not given)	0	0	-9	-15	-4	i	-0.8	-7	-2
CC(C)(C)c1ccc(NC(=O)C2CCCN(c3cnccn3)C2)cc1 (stereo not given)	3	3	3	-6	2	i	-0.5	4	3
Cn1c(CNC(=O)OC(C)(C)C)nnc1SCC(=O)N1CCOCC1	5	0	-4	-1	5	i	-0.5	18	-4
CC(C)(C)c1ccc(S(=O)(=O)NCC(=O)Nc2ccc(-c3nc4ccccc4s3)cc2)cc1	3	1	3	-5	-1	i	0.4	-5	-2
OC(CN1CCN(c2ncc(C(F)(F)F)cc2Cl)CC1)c1ccccc1 (stereo not given)	-2	10	8	1	1	i	1.0	-9	2
Cc1nn2c3c(cnc2c1-c1ccc(Cl)cc1)C(=O)CC(c1ccco1)C3 (stereo not given)	3	0	-2	-2	-5	i	1.1	-2	-3
Cc1cc(C)n(CC(=O)N/N=C/c2cc(Br)cc([N+](=O)[O-])c2O)n1	1	0	40	-6	-2	i	-0.3	13	7
COc1ccc(CNC(=O)c2ccc3c(=O)n(-c4ccccc4)c(=O)[nH]c3c2)cc1	-3	3	-8	0	-2	i	/	0	-2
COc1ccc(NC2c3ccccc3C(=O)N2Cc2ccccc2Cl)cc1OC (stereo not given)	2	0	4	-7	-2	i	0.8	12	-5
CCOC(=O)N1CCN(C(=O)c2cc3c(-c4cccc(OC)c4)nn(C)c3s2)CC1	0	-6	5	-2	2	i	2.1	18	3
CNc1ncnc2c1ncn2[C@H]1CN(Cc2ccncc2)C[C@@H](CO)O1	-4	0	-4	-3	-2	i	-0.3	3	3
O=C(NNc1c(Cl)cc(Cl)cc1Cl)c1cccc([N+](=O)[O-])c1	3	2	55*	-3	-1	i	-1.1	-6	-6
CC(C)C(N)c1csc(Nc2ccc(C(=O)N(C)Cc3ccccc3)cn2)n1 (stereo not given)	7	-5	-8	-2	0	i	-0.2	-9	-3
Cc1cc(C)nc(/N=C2\NC(=O)CC(C(=O)O)N2c2ccc(Oc3ccccc3)cc2)n1 (stereo not given)	3	-1	-16	5	-1	i	-1.0	1	-4
CCC(CC)c1nnc(NC(=O)CN2C(=O)NC3(CCCC3)C2=O)s1	5	2	-3	-2	0	i	1.2	-15	-3
CCOC(=O)N1CCN(S(=O)(=O)c2ccc(C(=O)NNc3nc4c(C)cccc4s3)cc2)CC1	5	6	11	-2	3	i	0.3	-131	-8
CN(Cc1cccc(Cl)c1Cl)c1ccc(S(=O)(=O)N2CCCCC2)cc1[N+](=O)[O-]	-8	-1	22	-3	-1	i	-0.3	-16	11
COc1ccccc1N1C(=O)c2ccc(C(=O)Nc3nccs3)cc2C1=O	-2	3	0	-4	6	i	1.5	7	-3
CCOC(=O)CCC(=O)Nc1ccc(S(=O)(=O)N2CCc3ccccc32)cc1	2	2	9	-2	1	i	0.5	9	-6
CC(C)(C)N(NC(=O)Nc1ccccc1)C(=O)c1ccccc1	1	-3	-13	2	1	i	1.2	0	4
COCC(=O)Nc1ccc(N(C)C)cc1	2	0	-11	-3	1	i	0.0	0	-12
CC1=C(C(=O)O)N2C(=O)C(NC(=O)c3nn(C)cc3[N+](=O)[O-])C2SC1 (stereo not given)	-1	4	-2	-2	-2	i	-0.2	38	1
CCN(Cc1ccncc1)C(=O)C1CCN(S(=O)(=O)c2cccs2)CC1	1	-1	-6	-11	2	i	1.9	4	0
Cc1ccc(C)c(C(=O)OCC(=O)Nc2cccc(S(=O)(=O)NC3=NCCCCC3)c2)c1	-4	-2	6	-3	-1	i	-0.5	7	1
COc1ccccc1CNC(=O)C1CCN(S(=O)(=O)c2ccc(-n3cnnn3)cc2)CC1	4	-2	1	-5	3	i	0.2	11	2
O=C(CNC(=O)C1CCCCC1)NCCCO	4	-1	-7	-1	1	i	-0.6	7	-12
COc1ccc2oc(=O)c(C(=O)NCc3ccccc3)cc2c1	1	0	-8	-5	3	i	0.9	0	1
COCCNC(=O)Cn1cc(/C=N/NC(=O)c2ccc(Oc3ccc(O)cc3)cc2)c2ccccc21	1	-1	-4	2	6	i	4.1	-4	1
CC(C)c1ccc(CNC(=O)C(=O)NCCCn2ccnc2)cc1	-4	2	-3	-4	3	i	0.3	2	3
Cc1ccc(-c2cc(C(=O)Nc3ccc(S(=O)(=O)Nc4cc(C)on4)cc3)c3ccccc3n2)c(C)c1	0	2	8	-8	2	i	0.6	3	-4
CC(C)(C)NC(=O)/C(=C\c1ccco1)NC(=O)c1ccco1	2	0	-3	-4	-1	i	1.9	4	-4
O=C(CN1CCN(Cc2ccc(F)cc2)CC1)NCCc1ccccc1	-3	1	-3	1	1	i	-0.6	-11	3
O=C(NC(=S)NCC1COc2ccccc2O1)c1ccccc1 (stereo not given)	-2	4	17	4	2	i	-0.4	34	-7
O=C(Nc1ccc(-c2csc(Nc3cccc(C(F)(F)F)c3)n2)cc1)c1cccc(C(F)(F)F)c1	-3	11	25	-4	-5	i	0.8	24	2
O=C(Nc1ccccc1N1CCOCC1)c1ccncc1	1	-4	-5	-2	-2	i	1.2	0	1
COc1ccc(-n2ccn3c(CCC(=O)N4CCN(c5cccc(C)c5C)CC4)nnc3c2=O)cc1	1	-1	-4	-7	1	i	-0.6	3	-5
CCOc1ccc(S(=O)(=O)N2CCN(C(=O)c3cc4ccccc4o3)CC2)cc1	3	-1	33	-3	-5	i	-0.4	-4	-4
NC(=O)C1Cc2ccccc2CN1C(=O)c1nn(Cc2ccccc2)c(=O)c2ccccc12 (stereo not given)	5	2	-3	-5	2	i	/	4	10
Cc1cccc(N(C)C(=O)CCS(=O)(=O)c2cc3c(cc2Cl)NC(=O)CO3)c1	2	2	-5	-4	-2	i	-0.3	39*	-4
O=C(Nc1ncc(Cc2cccc(Cl)c2Cl)s1)c1ccc([N+](=O)[O-])cc1	1	-1	12	-1	-4	i	0.7	-3	6
C/C(=N\NC(=O)c1cccs1)c1ccc2ccccc2c1	-1	3	-4	-1	-1	i	1.1	14	-4
O=C1CCCCCCCN1Cc1ccccc1	-4	-2	-6	-5	-3	i	-1.4	3	-2
CC1(C(=O)NCc2cccs2)CCN1CCc1ccccc1 (stereo not given)	3	2	0	0	-5	i	0.1	7	5
c1ccc(Cc2noc(CN3CCN(Cc4ccc5c(c4)OCO5)CC3)n2)cc1	-5	0	-1	-1	2	i	0.1	0	-2
CNc1oc(-c2ccccc2Cl)nc1P(=O)(c1ccccc1)c1ccccc1	0	-7	29	-6	0	i	2.7	0	0
Cn1ncc(Cl)c1C(=O)Nc1cc(C(F)(F)F)ccc1F	-5	2	2	3	5	+	0.1	0	-5

# 3 structures from above, ordered by length of the SMILES, highest first:
molecule	CSN deneddyl inh	MT1-MMP act inh	FAS-TE inh	bovine MsrA act	Rin1-Abl PPI inh	Rpn11 block	MsrA inhibitor	PABP1 MLLE inh	eLon inh
COCCNC(=O)Cn1cc(/C=N/NC(=O)c2ccc(Oc3ccc(O)cc3)cc2)c2ccccc21	1	-1	-4	2	6	i	4.1	-4	1
COc1ccccc1N1C(=O)c2ccc(C(=O)Nc3nccs3)cc2C1=O	-2	3	0	-4	6	i	1.5	7	-3
O=C(Nc1ccccc1N1CCOCC1)c1ccncc1	1	-4	-5	-2	-2	i	1.2	0	1

# The list continues:
molecule	CSN deneddyl inh	MT1-MMP act inh	FAS-TE inh	bovine MsrA act	Rin1-Abl PPI inh	Rpn11 block	MsrA inhibitor	PABP1 MLLE inh	eLon inh
CCOc1ccccc1C(=O)Nc1ccccc1C(N)=O	6	4	-7	-4	1	i	-0.4	7	-1
CCOC(=O)C1CCN(S(=O)(=O)c2ccc3c(c2)N(C(C)=O)CC(C)S3)CC1 (stereo not given)	2	-3	1	2	-3	i	1.1	-4	2
CCOc1ccc(N(CC)C(=O)Cc2c(C(=O)O)n(C)c3ccccc23)cc1	-1	-5	-1	-2	1	i	0.7	0	-8
Cc1ccccc1NC(=O)Cn1c(=O)n(C)c2ccccc21	5	3	-3	-1	-4	i	0.4	-7	-3
CCn1c(SCC(=O)O)nnc1-c1ccccc1	-2	2	-9	-1	2	i	-0.2	6	1
CCc1ccc(-c2ccc(SCc3ccccn3)nn2)cc1	-6	-4	20	-1	0	i	1.3	4	11
COc1ccc(OC)c(-c2c(=O)n(OCc3ccccc3Br)c3ccccc3[n+]2[O-])c1	-3	-3	13	-6	0	i	1.4	4	-9
COc1cccc(-c2ccc3c(c2)O[C@@H](CN(C)C(=O)C2CCOCC2)[C@H](C)CN([C@H](C)CO)S3(=O)=O)c1	7	0	-7	-3	3	i	-1.3	0	-7
